# Screening results from PubChem BioAssay.
# TTR transcr act – activators of transthyretin transcription; 1.3% of 92,000 active; SH-SY5Y TTR promoter Gaussia luciferase, luminescence; 100% = recombinant luciferase protein wells; AID 1117267; activation, % at 16.7 µM;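 active = activation above the mean of all tested compounds plus 3 SD, cut at about 9.5% in these data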;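 note: cells exposed to compounds for one day before reading; 0% = median of all test compound wells on the plate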
# * marks the source's active call; other numbers are inactive results. These rows are one share of the data; the hit share may differ from the screen's.
TTR transcr act	SMILES
3.0	CCOc1ccc(Nc2nc(N)nc(CN(C)C3CCCCC3)n2)cc1
-2.9	Cc1onc(-c2ccccc2)c1C(=O)Nc1nc(-c2ccc(F)c(F)c2)cs1
5.6	COc1cccc(/C=C2\SC(=S)NC2=O)c1OS(=O)(=O)c1ccc(NC(C)=O)cc1
0.8	COc1ccccc1C(=O)C1CCCN(C(=O)CSc2ccccn2)C1 (stereo not drawn)
-0.2	COc1cccc(OCc2nc(-c3cccc([N+](=O)[O-])c3)no2)c1
4.7	O=C(COC(=O)c1ccc(NS(=O)(=O)c2cccs2)cc1O)Nc1ccc(F)cc1
4.8	O=C(O)CN1C(=O)SC(Nc2ccc(C(=O)O)cc2)C1=O (stereo not drawn)
-0.4	C=CC[C@@H](CC(=O)N(CCO)Cc1ccccc1)C(=O)N[C@H](COC(=O)[C@@H](CC=C)Cc1ccc(F)cc1)Cc1ccccc1
-0.3	Cc1cccc(C(=O)NCC(=O)OCC(=O)c2ccc(Cl)s2)c1
0.4	COc1cc(NC(=O)COC(=O)CSc2ccccc2F)c(C)cc1[N+](=O)[O-]
1.6	Cc1cccc(C)c1OC(=O)CN(c1ccc(Cl)cc1)S(C)(=O)=O
-1.6	CCSc1nc(=S)n(Cc2ccccc2)c(C)c1C(C)=O
-0.4	O=C(O)/C=C/C(=O)NCCC1=CCCCC1
-0.4	O=C(CNC(=O)c1ccco1)N/N=C/c1cccs1
-2.6	CCC(C)c1ccc(NC(=S)N2CCN(c3ccccn3)CC2)cc1 (stereo not drawn)
-0.7	CCN1CCCC1CNC(=O)CSCc1nc(-c2ccccc2C)oc1C (stereo not drawn)
1.1	O=C(NCc1ccccc1)Nc1nnc([C@@H]2C[C@H](O)[C@@H](CO)O2)s1
-3.0	CC(=O)N1c2ccc(S(=O)(=O)N3CCC(C(=O)N4CCN(c5ccc(Cl)cc5)CC4)CC3)cc2CC1C (stereo not drawn)
0.2	COc1ccc(-c2noc(CCC(=O)NC3CCCCC3)n2)cc1OC
-1.4	CCCOc1ccc(C(=O)OCCN2CCCCC2)c(O)c1
-1.5	CCCOc1ccc(-c2nc3c(c(=O)[nH]c(=O)n3Cc3ccccc3)n2CCO)cc1OCC
4.5	Cc1cccc(N2CCN(C(=O)c3ccc(CNc4c(N5CCC(C)CC5)c(=O)c4=O)cc3)CC2)c1C
0.0	O=C(CN(Cc1ccc(Cl)cc1)C(=O)CN1C(=O)COc2ccccc21)NC1CCCC1
1.5	CCOc1ccccc1N/C=C/C(=O)C(C)(C)C
0.7	CCOC(=O)C1(C)NC(c2ccco2)C2C(=O)N(c3ccccc3)C(=O)C21 (stereo not drawn)
0.2	O=C(Nc1cccc(C(F)(F)F)c1)c1csc([C@H]2C[C@H](O)[C@@H](CO)O2)n1
3.3	COC(=O)c1scc(C)c1NC(=O)C(Cl)c1ccccc1 (stereo not drawn)
-0.1	Cc1cc(=O)[nH]c(N2CCc3ccccc3C2)n1
0.6	Cc1ccnc(NS(=O)(=O)c2ccc(NC(=O)CN3C(=O)CCC3=O)cc2)n1
0.5	CCc1nnc(NC(=O)CSCc2cc(=O)n3cc(C)sc3n2)s1
-1.5	O=C(Nc1ccc(CN2CCS(=O)(=O)CC2)cc1)c1ccc(F)cc1
0.2	CCOc1ccc(CCNS(=O)(=O)c2c(C)nc3sccn3c2=O)cc1OCC
1.8	CCNC(=S)N1CCN(CCN=CC2=C(O)CC(c3ccco3)CC2=O)CC1 (stereo not drawn)
-2.0	CC(C)N(C(=O)CC1ON(C)C(=O)N1c1ccc(Cl)cc1)C(C)C (stereo not drawn)
-1.6	CCN(CC)C(=O)c1cccc(-c2csc(C(O)c3ccccc3)n2)c1 (stereo not drawn)
-0.5	O=C(CN1C(=O)NC2(CCCc3ccccc32)C1=O)c1ccc(Br)cc1 (stereo not drawn)
-1.1	COc1ccc(/C=N/NC(=S)Nc2cccc(C(=O)O)c2)cc1OC
0.1	CCc1cccc2c(C(=O)C(NC(C)CC)c3ccccc3)c[nH]c12 (stereo not drawn)
-0.6	COc1ccc(OC)c(NC(=S)NCC(c2cccnc2)N2CCOCC2)c1 (stereo not drawn)
4.0	COc1ccc(Nc2nc(CC(C)=O)ns2)cc1OC
0.5	Cc1ccc(S(=O)(=O)NCC2Cc3ccccc3N2S(=O)(=O)c2ccc(C)cc2)cc1 (stereo not drawn)
0.1	O=[N+]([O-])c1cc(S(=O)(=O)N2CCCC2)ccc1SCCO
-0.1	Cc1c(CN2CCC(C)CC2)c(=O)n(-c2ccccc2)n1C
-4.2	CCOC(=O)c1c(NC(=O)Nc2ccccc2)sc(C)c1C
-1.0	Cc1ccc(SCc2nc3ncccn3c2Br)cc1
3.2	COc1ccc(C)cc1Nc1nc(N)c2ccccc2n1
1.5	COc1ccc(C2CC(=O)N(c3ccccc3)C3=C2C(=O)CCC3)cc1 (stereo not drawn)
-1.2	C=CCNCCCCOc1ccccc1-c1ccccc1
-0.4	Cc1ccc(OCC(=O)NCc2ccco2)cc1C
-0.7	Cn1cccc1C(=O)NNC(=O)COc1ccccc1Cl
12*	Cc1nc(Nc2ccc3c(c2)OCCO3)c2nnn(Cc3ccccc3Cl)c2n1
1.8	Cc1ccc(C(=O)N(CC(=O)NC2CCCC2)Cc2cccs2)s1
-0.7	Cc1cc(C)c2c(c1)[C@@H]1C=CC[C@@H]1[C@H](c1ccc(S(=O)(=O)N3CCOCC3)cc1)N2
0.5	Cc1ccccc1C(C)(O)c1cnc(C)n1Cc1ccccc1 (stereo not drawn)
-2.7	CCN1C(=O)/C(=C/c2ccc(C)o2)N(C)C1=S
-0.7	CSc1ccccc1NC(=O)COc1ccc(S(=O)(=O)N2CCCC2)cc1
3.4	COc1cc(NC(=O)c2csc(-c3ccncc3)n2)cc(C(=O)Nc2cccc(C(F)(F)F)c2)c1
5.3	CS(=O)(=O)N(CC(=O)NN=C1CCCCCC1)c1ccc(Oc2ccccc2)cc1
-0.9	Cc1cc(N2CCCCC2)c(F)cc1[N+](=O)[O-]
11*	CCN1CCN(c2nc(-c3ccccn3)nc3ccccc23)CC1

# More records:
TTR transcr act	SMILES
4.0	O=c1c2cc(Cl)ccc2[nH]c(=S)n1Cc1cccs1
-0.6	Cc1noc(C)c1C(=O)NNc1cc(Cl)ccc1Cl
-0.1	CC(C)(C)c1ccc(C(=O)Nc2ccc(C(=O)N3CCOCC3)cc2)cc1
-1.3	COc1cccc(NC(=O)/C=C/c2ccccc2[N+](=O)[O-])c1
-1.8	O=C(NCc1ccc(Cl)s1)c1cc(COc2c(F)cccc2F)on1
8.4	CSc1nc(NC(C)=O)nc(C)c1Cl
2.1	CC(C)C(NC(=O)c1ccccc1F)C(=O)NCC(c1ccco1)N1CCCCC1 (stereo not drawn)
-2.8	CC1(C)CC(=O)C2=C(C1)NC(SCC(=O)Nc1ccccc1)=C(C#N)C21CCCCC1
5.0	O=S(=O)(NCCC1=CCCCC1)c1cccc2nsnc12
0.8	CC(C)(C)OC(=O)N1CCCC1C(=O)NC(Cc1ccccc1)C(=O)O (stereo not drawn)
0.0	O=c1c2cn[nH]c2nc(SCc2ccc3c(c2)OCCO3)n1-c1ccccc1
-0.4	Nc1ccc2nc(NC(=O)C3CCCCC3)sc2c1
-2.1	COc1ccc(C(C(=O)NC2CCCC2)N(Cc2ccc(F)cc2)C(=O)c2ccn[nH]2)cc1OC (stereo not drawn)
0.9	O=C(NNC(=S)NC1CC2C=CC1C2)c1ccncc1 (stereo not drawn)
-1.8	CCOc1cc(C)c(Cl)cc1S(=O)(=O)NCc1ccc2c(c1)OCO2
0.5	COc1ccccc1NC(=O)Cn1c(C)nc2c(sc(=S)n2Cc2ccco2)c1=O
3.7	COc1ccccc1CNC(=O)Cc1ccc(OC)c(OC)c1
1.5	COc1ccccc1OCC(=O)N1CC2(C)CC1CC(C)(C)C2 (stereo not drawn)
-1.3	CCOC(=O)C1=C(C)NC(=O)NC1c1ccc(-c2ccccc2F)o1 (stereo not drawn)
2.6	Cn1c(=O)c2c(nc(Br)n2CCc2ccccc2)n(C)c1=O
-1.4	Cc1ccc(NC(=O)COC(=O)Cn2cnc3ccccc32)c([N+](=O)[O-])c1
-0.3	Cc1ccc(NC(=O)CNC(=O)c2ccc(C(C)(C)C)cc2)cc1S(=O)(=O)N1CCOCC1
1.7	COc1ccc(/C=C2\CCCC3C2=NN(C(=O)CSc2n[nH]c(N)n2)C3c2ccc(OC)cc2)cc1 (stereo not drawn)
0.8	CC12CCC(C(=O)Nc3ccc(Cl)cc3)([C@H](Br)C1=O)C2(C)C (stereo partly drawn)
0.0	CCN(c1ccccc1)S(=O)(=O)c1ccc(C(=O)Nc2ccccc2OC)cc1
0.9	CN(C)S(=O)(=O)c1cccc(NC(=S)NCCCn2ccnc2)c1
15*	CC(C)(C)CC(=O)NCc1ccc(F)cc1
0.6	CN1CCN(CC(=O)NN2CC(=O)N(c3ccc(F)cc3)CC2=O)CC1
-0.2	CCOC(=O)c1cncc(C(=O)O)c1
-0.2	COC(=O)c1[nH]c2cc(OC)ccc2c1N=CN(C)C
2.3	Cc1ccc(S(=O)(=O)NC2(C(F)(F)F)C(=O)Nc3c2c(=O)[nH]c(=O)n3-c2ccccc2)cc1 (stereo not drawn)
-1.7	O=C(c1nc2ccccc2[nH]1)c1ccccc1[N+](=O)[O-]
2.2	COc1ccc(OC(C)C(=O)NC2CCCCCCC2)cc1 (stereo not drawn)
0.6	Cc1ccc(C(=O)Nc2ccccc2C(=O)NCc2ccco2)cc1
1.6	CN(C)CCCn1c2c3ccccc3ccc2c2oc(=O)c3ccccc3c21
0.9	CC1=CC(=O)[C@@H](OC(=O)Nc2ccc(C)cc2)[C@@H](c2ccccc2Br)N1C
0.5	CCOc1ccc(NC(=O)c2ccc3c(c2)OCCO3)cc1S(=O)(=O)N(CC)CC
-0.1	O=C(OC1CCCCC1=O)c1cccc(S(=O)(=O)NCc2ccccc2)c1 (stereo not drawn)
1.8	C/C(=C\c1cccc(Cl)c1Cl)C(=O)c1c(C)cc(C)[nH]c1=O
-1.5	Cc1ccc(N(C(=O)Cn2nnc(-c3ccc(C)o3)n2)C(C(=O)NC2CCCC2)c2ccco2)cc1 (stereo not drawn)
-1.7	CCOC(=O)c1cc2c(=O)n3ccccc3nc2n(Cc2ccco2)c1=NC(=O)c1ccc(OC)cc1
-0.2	Cc1ccccc1NC(=O)C1CC(=O)N(Cc2ccccc2)C1 (stereo not drawn)
-1.0	Clc1ccc(-c2ccccc2)nn1
-1.5	CC(OC(=O)CCc1ccccc1)C(=O)Nc1ncc(Cl)cc1Cl (stereo not drawn)
0.2	CC(=O)c1ccc(NS(=O)(=O)c2ccc(CC(C)C)cc2)cc1
-0.6	COC(=O)[C@H]1C[C@@H]1[C@H](NC(=O)c1cccnc1)c1ccccc1
-1.3	CC1CCCC(NC(=O)CN(C)CC(=O)Nc2ccc(F)cc2)C1C (stereo not drawn)
0.0	CCOC(=O)C1=C(CC)OC(N)=C(C#N)C1c1cccs1 (stereo not drawn)
-0.1	O=C(C[n+]1ccc(/C=N/O)cc1)NC1CCCCC1
-1.4	O=C(NCc1cccnc1)c1ccc2c(=O)n(CCCN3CCCC3=O)c(=S)[nH]c2c1
0.9	O=C(N/N=C/c1cc(O)ccc1Br)c1cccnc1
2.2	COc1cc(Cl)c(C)cc1NC(=O)CC1SC(N2CCOCC2)=NC1=O (stereo not drawn)
2.2	COc1ccc2[nH]c3c(c2c1)CCN[C@]31C(=O)N(Cc2cn(Cc3ccccc3)nn2)c2ccccc21
-0.6	COc1ccc(CNC(=O)CC(C)c2ccccc2)cc1 (stereo not drawn)
0.6	CCN1CCN(C(=S)NC(CC(=O)c2ccccc2)c2ccccc2)CC1 (stereo not drawn)
-1.8	COc1cc(/C=N/Nc2snc(SC)c2C#N)ccc1O
3.4	CCOc1ccc(NS(=O)(=O)c2ccc(C(=O)NCCCN3CCOCC3)cc2)cc1
-0.4	Cc1ccc(N(CC(=O)NC(C)c2ccccc2)S(=O)(=O)c2c(C)n[nH]c2C)cc1 (stereo not drawn)
-1.5	COc1nc2ccc(C)cc2cc1-c1noc(-c2ccccc2)n1
-1.9	CCOC(=O)N1CCN(S(=O)(=O)c2ccc(F)c(C(=O)Nc3cc(C)cc(C)c3)c2)CC1

# Next part:
TTR transcr act	SMILES
0.7	Cc1ccc[n+](CC(=O)Nc2c(Cl)cc(Cl)cc2Cl)c1
2.0	CC(C)NC(=O)c1ccccc1NC(=O)Cc1ccc(Br)cc1
-2.1	c1ccc(-c2ccc3c(n2)CCCO3)cc1
-0.7	CCC(=O)N(CCc1ccccc1)Cc1cc2cc3c(cc2[nH]c1=O)OCO3
-1.9	Clc1ccccc1Nc1nc(-c2cccnc2)cs1
